Source: PubChem BioAssay (several laboratories)
S1P4 ag = S1P4 receptor agonists, primary screen, cell-based. 220,000 compounds, 0.35% hits. activation, % at 4.98 µM. Sphingosine 1-phosphate receptor 4 (Homo sapiens), O95977. S1P4-expressing cell line, agonist reporter assay; in the data active means activation above about 11%;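 further: 0% = DMSO vehicle and 100% = reference agonist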
Target sequence (O95977 whole entry, looked up): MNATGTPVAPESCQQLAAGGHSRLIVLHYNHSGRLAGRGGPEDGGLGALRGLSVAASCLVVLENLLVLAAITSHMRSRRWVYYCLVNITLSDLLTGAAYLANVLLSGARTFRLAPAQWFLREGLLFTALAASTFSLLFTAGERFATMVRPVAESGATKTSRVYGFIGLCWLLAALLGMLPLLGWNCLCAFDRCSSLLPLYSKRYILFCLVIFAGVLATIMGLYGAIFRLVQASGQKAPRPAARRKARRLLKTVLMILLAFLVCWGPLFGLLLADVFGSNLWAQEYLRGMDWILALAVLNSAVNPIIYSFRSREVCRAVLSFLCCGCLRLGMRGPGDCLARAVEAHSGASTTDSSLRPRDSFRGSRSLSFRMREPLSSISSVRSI
TRPML3 agonist = human TRPML3 channel agonists, primary screen, cell-based, HEK293 TRPML3-YFP, Fluo-8 calcium fluorescence, 3 µM; Mucolipin-3 (Homo sapiens), Q8TDD5; 100% = the carbachol control signal; activation, % at 3 µM; 220,000 compounds, 0.29% hits; AID 1448, 2008;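 active means activation above its plate's cutoff, the mean activation of the plate's test wells plus 3 SD, cut at about 12% in these data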;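 further: 0% = DMSO only wells and 100% = carbachol wells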
Target sequence (Q8TDD5 whole entry, looked up): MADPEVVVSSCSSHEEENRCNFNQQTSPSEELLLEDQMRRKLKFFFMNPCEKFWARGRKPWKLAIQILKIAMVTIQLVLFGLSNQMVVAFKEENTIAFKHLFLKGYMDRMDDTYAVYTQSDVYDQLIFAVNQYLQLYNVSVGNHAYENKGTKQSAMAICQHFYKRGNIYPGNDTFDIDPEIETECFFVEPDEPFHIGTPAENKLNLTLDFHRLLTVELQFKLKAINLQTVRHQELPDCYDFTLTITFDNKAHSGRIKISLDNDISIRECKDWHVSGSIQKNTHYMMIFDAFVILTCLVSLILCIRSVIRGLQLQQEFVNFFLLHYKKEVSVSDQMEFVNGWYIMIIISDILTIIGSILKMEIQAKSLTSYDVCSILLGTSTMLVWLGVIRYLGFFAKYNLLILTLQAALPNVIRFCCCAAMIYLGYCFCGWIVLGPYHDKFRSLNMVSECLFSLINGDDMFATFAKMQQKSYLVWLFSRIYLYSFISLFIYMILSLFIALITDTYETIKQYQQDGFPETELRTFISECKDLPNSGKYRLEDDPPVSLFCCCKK
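Material: HEK293 cells stably carrying human TRPML3-YFP; compound dosing: single dose, 3 µM final nominal compound, 0.3% DMSO final; incubation: 1-h 37 °C dye load, 5-s basal, 120-s post-compound reads; technique: Fluo-8 intracellular calcium fluorescence, excitation 470-495 nm, emission 515-575 nm; read-out basis: percent activation from peak-to-basal fluorescence ratio, scaled between DMSO and carbachol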
S1P4 antag = S1P4 receptor antagonists, primary screen, cell-based | Sphingosine 1-phosphate receptor 4 (Homo sapiens), O95977 | S1P4-expressing cells, antagonist mode, reporter read-out | inhibition, % at 4.98 µM | 220,000 compounds, 0.26% hits | AID 1510, 2009; in the data active means inhibition above about 29%;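 further: 0% = wells stimulated with agonist and 100% = vehicle wells without agonist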
PERK inh = block of dimerizer-induced PERK translation repression, primary screen, PERK inhibitor project, CHO PERK-DD cells, SEAP luminescence, HTS | CHO PERK-DD fusion, SEAP luminescence translation reporter | inhibition, % at 5.6 µM | 220,000 compounds, 0.17% hits;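 active means inhibition above the mean inhibition of all tested compounds plus 3 SD, set separately per screening campaign, cut at about 2.9% in these data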;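 further: PERK kinase domain activated by AP20187 dimerizer at 100 nM; 0% = DMSO with dimerizer and 100% = rapamycin at 8.4 µM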
Ba/F3 V617F tox = reduced viability of JAK2V617F-dependent Ba/F3 cells, primary screen, JAK2V617F inhibitor project, cell-based, Ba/F3 EpoR-JAK2V617F, luminescence; AID 1446, 2008; ATP luminescence; 220,000 compounds, 1.1% hits; inhibition, % at 5.6 µM;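 active means inhibition above the campaign mean plus 3 SD over all tested compounds, cut at about 24% in these data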;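 further: cytokine-independent growth of Ba/F3 cells driven by EpoR plus mutant JAK2; 0% = DMSO-treated cells and 100% = JAK inhibitor I control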
m-calpain inh = inhibitors of pig calpain II, primary screen, biochemical, fluorogenic peptide substrate, 1536-well; purified calpain II, 30 min; inhibition, % at 16 µM; 220,000 compounds, 0.37% hits;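 active means inhibition above about 50%, limit read from the data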
zfTRPN1 agonist = zebrafish TRPN1 channel agonists, primary screen, cell-based, HEK293, calcium fluorescence; transient receptor potential cation channel N1 (TRPN1/NompC), Danio rerio; HEK293 zebrafish TRPN1-YFP, Fluo-8 calcium fluorescence; 100% = response to 87 µM carbachol; activation, % at 3 µM; 220,000 compounds, 0.18% hits; AID 1424, 2008;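 active means activation above its plate's cutoff, the mean activation of test wells on that plate plus 3 SD, cut at about 19% in these data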;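 further: 0% = DMSO alone and 100% = 87 µM carbachol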
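Material: zebrafish TRPN1-YFP in HEK293 cells. Doses: one dose of 3 µM, 0.3% DMSO. Incubation: dye 1 h 37 °C plus 30 min RT. Measured by: intracellular calcium fluorescence with Fluo-8.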
BaF3 parental = parental Ba/F3 cell viability inhibition, counter-screen for JAK2V617F inhibitor project, murine pro-B, CellTiter-Glo luminescence | AID 1486, 2009 | CellTiter-Glo ATP luminescence | 220,000 compounds, 1.1% hits | inhibition, % at 5.6 µM;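 active means inhibition above a per-campaign cutoff, the mean inhibition of all tested compounds plus 3 SD, cut at about 27% in these data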;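 further: 0% = DMSO wells and 100% = JAK Inhibitor I control wells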
EP2 mod = EP2 receptor modulators, cAMP readout, primary screen, cell-based, HTRF cAMP, PGE2 stimulation. AID 940, 2007. induction, % at 25 µM. 260,000 compounds, 0.83% hits. EP2-expressing cells, cAMP HTRF FRET, PGE2 co-stimulation;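 active means compounds whose cAMP rise, as percent of the full-agonist control response, exceeds 60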;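 further: rat C6 glioma line stably carrying human EP2 under a CMV promoter; the protocol text gives 20 µM as final concentration; 100% = response of wells given 1 µM PGE2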
* = called active by the depositor; . = not tested or not shown; & = joins results of further samples. An unsorted share of the library; any-hit rate near 3.6%.

Structure	S1P4 ag	TRPML3 agonist	S1P4 antag	PERK inh	Ba/F3 V617F tox	m-calpain inh	zfTRPN1 agonist	BaF3 parental	EP2 mod
Nc1ccc(C(=O)OCc2nc3ccccc3s2)cc1	-0.2	0.3	1	-0.7	-2	20	-0.9	1	-15
Cc1ccccc1NC(=O)Cn1c(=O)sc2ccccc21	1.4	0.3	4	0.6	-3	-1	0.1	0	8
COc1ccc(N/C=C\C(=O)c2ccc3c(c2)OCO3)cc1OC	-0.6	0.6	-1	-1.1	0	6	0.2	6	-69
Cc1ccc(/C(N)=N/OC(=O)c2ccc3c(c2)OCO3)cc1	-1.8	1.4	-12	1.3	-4	18	-2.9	-3	-28
COc1ccc(N2CCN(CCCNC(=O)C3(S(=O)(=O)c4ccc(Cl)cc4)CC3)CC2)cc1	0.5	-0.2	-18	-0.5	0	-3	-0.3	6	-11
CC(C)(C)NC(=O)COC(=O)c1cc(S(=O)(=O)N2CCCCC2)ccc1N1CCOCC1	1.7	0.2	-2	-1.6	-4	2	-0.4	1	7
O=Cc1c(-c2ccccc2)nc2ccccn12	-0.2	0.3	1	0.8	-4	-9	0.3	-6	1
CCSc1nc(N)c2c3c(sc2n1)CCC3	1.2	-1.1	-10	0.1	-2	-25	-2.0	4	-10
CCOC(=O)C1=C(C)NC2(O)c3ccccc3C(=O)C12O (stereo not given)	1.7	0.6	2	1.5	0	-6	0.2	3	12
CC(=O)NC(=O)COC(=O)c1ccc2ncsc2c1	1.2	1.3	-12	0.3	-5	-2	1.0	0	2
CN(C)S(=O)(=O)N1CCN(S(=O)(=O)c2ccc(F)cc2)CC1	1.9	0.7	-3	0.4	-5	14	0.4	-2	-18
N#CCC(=O)Nc1ncc(Cc2ccccc2Cl)s1	0.0	0.4	0	0.2	-1	-3	-0.6	3	-19&-14
COC(=O)C1=CN(Cc2ccc(OC)c(OC)c2)C=C(C(=O)OC)C1c1cccs1	1.8	-1.3	3	0.5	14	-262	-1.5	4	38
Cc1cc2cc(CNS(=O)(=O)N(C)C)ccc2[nH]1	1.3	-0.1	-21	0.5	-1	19	0.2	5	11
CCOC(=O)C1CCCN(c2ncnc3c2cnn3-c2ccc(Cl)cc2)C1 (stereo not given)	0.2	-0.5	-2	0.0	0	5	1.1	2	-16
CC1(C)CC(CCC(=O)Nc2ccccc2Cl)C(=O)O1 (stereo not given)	0.8	0.0	-12	-0.1	2	9	0.8	6	-9
Cc1ccccc1NC(=O)CCC(=O)OCCCC(F)(F)C(F)(F)F	0.4	0.1	-5	0.3	1	-9	-1.0	1	-2
O=C(Nc1ccccc1Cl)N1CCN(c2ccc3nnc(-c4ccccc4)n3n2)CC1	0.3	-1.3	-9	0.3	-1	-65	-1.9	5	-30
Cc1ccccc1/C=C/C12NC(=O)CN1c1ccccc1C2(C)C (stereo not given)	3.1	-0.1	-11	-0.9	-4	1	-0.1	-1	16
O=C(CSc1nnc2ccc(-c3ccccn3)nn12)NCC1CCCO1 (stereo not given)	0.7	1.6	-4	1.0	-4	-26	-0.7	-2	7
O=C(c1cccnc1)N1c2ccccc2Sc2ccccc21	1.7	-2.0	13	0.6	1	-16	-3.4	1	-8
COc1ccc(N(CC(=O)N/N=C/c2cc(Br)c(C)o2)S(=O)(=O)c2ccc(NC(C)=O)cc2)cc1	1.6	0.1	-13	0.8	-2	-170	0.9	1	-10
COc1cccc(/C(C#N)=C/c2c(-c3ccc(Cl)cc3)nc3c(C)cccn23)c1	-0.4	0.6	-3	-0.5	-3	-8	-1.7	0	9
COc1ccc(-n2c(C)nn(C)c2=O)cc1	-1.2	0.6	-2	1.6	1	-1	0.4	6	15
CCSc1nc(C)c(CCOc2cccc(C)c2)c(=O)[nH]1	1.2	1.1	5	-0.3	2	19	1.1	2	22
CCNC(=S)N1CCN(CC(=O)Nc2ccc(OC)cc2)CC1	-1.1	0.2	-8	1.2	-1	-27	0.1	7	28
O=C(Nc1ccc(Cl)cn1)c1cc2ccccc2o1	0.9	0.8	-3	1.2	-1	2	-1.4	5	31
COc1ccc(NC(=S)NCCCn2ccnc2)cc1	-2.4	0.3	1	0.9	2	.	1.1	-1	.
COc1ccc(NC(=O)CS(=O)(=O)c2cn(CC(=O)N3CCOCC3)c3ccccc23)cc1	0.0	0.9	-6	-0.3	-2	-8	1.1	2	19
CCOC(=O)C1CCN(C(=O)c2c(-c3ccccc3)noc2C)CC1	-0.9	0.6	-24	0.1	-1	-36	-0.8	8	56
CCOC(=O)N1CCN(C(=O)c2cnn3c(C(F)F)cc(-c4ccc(C)cc4)nc23)CC1	2.1	0.1	1	-1.5	0	-220	-1.4	2	16
Cc1cc(C)c2c(N)c(S(=O)(=O)c3ccccc3)sc2n1	0.3	3.7	-4	0.0	-3	-42	1.9	8	-8
CCn1cc(C(=O)O)c(=O)c2cc(F)c(N3CCN(C(=S)NC(=O)c4ccc(F)c(F)c4)CC3)cc21	0.6	1.0	-5	1.0	-1	-207	0.9	2	15
Cc1cc(N2CCC(C)CC2)nc2ccc(N3C(=O)CCC3=O)cc12	-0.5	0.8	-9	-0.1	-4	-298	1.2	3	10
Oc1ccc(Cl)cc1C=Nc1ccccc1Br	1.9	0.5	-16	0.5	0	-4	-0.2	2	33
CCc1nc(-c2cc3ccc(C)cc3[nH]c2=O)no1	1.5	1.1	-12	0.2	-2	-131	1.1	3	11
CC(=O)N(c1ccc(C)cc1)S(=O)(=O)c1ccc(Cl)cc1	-2.1	-0.8	-8	0.7	3	-6	-0.5	10	11
N#Cc1ccc(N/N=C/c2cn(-c3ccccc3)nc2-c2ccccc2)c([N+](=O)[O-])c1	0.4	0.7	-17	0.3	-1	31	-0.5	7	-7
COCc1cc(C)nc2sc(C(=O)NC3CCCCC3)c(N)c12	0.5	-0.8	-6	0.1	-1	-37	-1.9	3	-16
O=C(NCCCN1CCCC1)c1ccc2c(Cl)c3c(nc2c1)CCCC3	-1.4	1.0	-9	-0.5	20	-29	-1.5	6	-47

Exported with two lines to a compound: two of the compounds above.
Values in the order – S1P4 ag, TRPML3 agonist, S1P4 antag, PERK inh, Ba/F3 V617F tox, m-calpain inh, zfTRPN1 agonist, BaF3 parental, EP2 mod
> CCn1cc(C(=O)O)c(=O)c2cc(F)c(N3CCN(C(=S)NC(=O)c4ccc(F)c(F)c4)CC3)cc21
  0.6, 1.0, -5, 1.0, -1, -207, 0.9, 2, 15
> O=C(Nc1ccc(Cl)cn1)c1cc2ccccc2o1
  0.9, 0.8, -3, 1.2, -1, 2, -1.4, 5, 31

New compounds follow.
Structure	S1P4 ag	TRPML3 agonist	S1P4 antag	PERK inh	Ba/F3 V617F tox	m-calpain inh	zfTRPN1 agonist	BaF3 parental	EP2 mod
Cc1nn2c3cc(N4CCOCC4)ccc3nc2c2ccccc12	2.6	0.1	10	0.3	-1	.	-0.9	0	.
O=C(NCC1(N2CCOCC2)CCCCC1)c1cccc(S(=O)(=O)N2CCc3ccccc3C2)c1	1.9	-0.1	1	0.1	3	-36	-0.9	9	-4
CCCN(CC1CC1)C(=S)NC(=O)C1CC1	0.0	1.4	0	-0.1	4	11	1.2	9	-5
C=CCn1c(SC)nnc1C1COc2ccccc2O1 (stereo not given)	1.8	0.8	7	1.1	9	23	-1.6	10	-58
COC(=O)C/C=C/[C@@H](C)[C@@H](/C=N/O[C@@H](C)c1cn([C@H](CO)Cc2ccccc2)nn1)NS(=O)(=O)c1ccc(C)cc1	0.1	-0.2	-2	-0.3	5	21	2.1	6	12
Cc1cc(C)n(-c2nc3sc4c(c3c3nnc(SCC(N)=O)n23)CC(C)(C)OC4)n1	0.1	0.1	0	-0.6	-2	-114	0.3	0	5
COc1ccccc1C(=O)O/N=C(\N)c1ccc(Cl)cc1	-3.1	0.0	-11	1.6	-1	7	0.6	5	-14
O=C(COc1ccc(/C=N/NC(=O)c2ccccc2O)cc1)Nc1ccccc1	3.2	0.7	3	-0.5	1	-337	5.4	4	-22
COc1ccc(Cc2nn3c(Cn4nnc5ccccc54)nnc3s2)cc1	-1.3	0.4	-13	-0.2	-3	-76	0.6	4	-2
COc1ccc2c(c1)CCc1c-2nc2ccccc2c1N1CCOCC1	-0.3	0.8	-31	0.2	0	-228	2.9	1	41
COc1ccccc1CNC(=O)COc1ccc(C)nc1[N+](=O)[O-]	1.4	1.6	-5	0.8	1	-13	0.3	5	24
Cc1cc(C)cc(-n2ccnc2SCC(=O)Nc2ccc3c(c2)OCCO3)c1	0.5	-0.2	6	-0.6	-1	3	-1.0	0	5
Nn1c(SCC(=O)Nc2ccccc2F)nnc1-c1cccnc1	0.1	0.7	-25	1.0	-4	-15	0.3	-1	6
CCN(CC)C(=O)CSc1ncnc2sccc12	0.0	0.8	9	-0.2	3	22	0.3	0	7
CCOC(=O)c1ccc2[nH]c3c(c2c1)CCCC3C(=O)OCC (stereo not given)	-1.3	0.4	2	-0.9	1	-21	0.1	6	-3
Cc1ccc(Cl)cc1NC(=S)N(C)N	-1.8	-1.2	1	1.2	-1	12	-2.3	2	7
CCOc1ccc(CN2CCN(Cc3cccn3-c3ncccn3)CC2CCO)cc1 (stereo not given)	0.2	0.9	-5	0.7	1	-12	-0.8	3	4
CC(=O)Oc1ccc(N2C(=O)C3C4C=CC(C5CC45)C3C2=O)cc1[N+](=O)[O-] (stereo not given)	-0.1	0.3	-3	-0.4	-1	-13	0.0	3	18
CN(C)CCNC=C(C(=O)Nc1ccc(Cl)cc1Cl)C(=O)Nc1ccc(Cl)cc1Cl	-4.1	0.6	-6	0.6	-2	5	-0.4	4	-19
CN(c1ccc(OCC(=O)OCC(=O)Nc2ccccc2F)cc1)S(=O)(=O)c1cccs1	-3.2	2.4	-10	1.0	-1	17	3.3	7	-21
CC1(C)Cc2c(C#N)c(OCC(=O)c3ccc(Cl)cc3)nc(-c3ccoc3)c2CO1	1.0	0.7	2	2.2	-2	-102	1.1	3	22
COc1ccc(C(C)(C)C)cc1NC(=O)c1cc(S(=O)(=O)N(C)C)ccc1N1CCCC1	-1.5	34*	-6	0.1	0	-10	-1.6	8	27
Cc1occc1C(=O)NNC(=O)COc1ccc(Br)cc1Br	0.8	0.4	-8	-0.5	-4	9	-1.4	2	-13
CCOc1cc(C(N)=O)cc(Br)c1OC	4.1	0.2	-10	4.9*	-5	15	-0.6	-1	-5
O=C(CSc1nnc(-c2ccco2)o1)NCC(=O)c1ccccc1	3.0	0.7	3	-0.5	-2	20	0.4	1	4
CNc1ccc(/C=C(\CCC(=O)O)c2nc3ccccc3s2)cc1[N+](=O)[O-]	3.2	-1.2	2	-0.5	1	-4	-0.3	5	-2
